Dengue-2 NS5 capping: flavivirus cap methylation enzyme inhibition – biochemical, confirmation dose response, primary screen (AID 588689) | Dengue-2 NS5 methyltransferase capping enzyme assay, biochemical; higher % means a stronger effect | inhibition, % at 25 µM; hits with a dose series show IC50 in µM | actives 0.3% (n = 340,000); in the data active means a potency from the dose series; inconclusive means inhibition above about 29% without an active follow-up result
AID2073: disruptors of CaV2.2 binding to Mint1 – biochemical, HTRF (AID 2073) | HTRF protein-protein interaction, Mint1-CaV2.2; higher % means a stronger effect | actives 0.19% (n = 290,000) | one-dose inhibition, % at 20 µM; IC50 in µM for titrated hits; in the data active means inhibition mostly above about 51%, no sharp cut-off; inconclusive means no clear call, values can overlap the other calls; inactive means mostly below about 53%; further: some results filed as inactive read as strong as hits
NTR1 agonist: NTR1-driven beta-arrestin-GFP spot formation – imaging, U2OS cells, high content, primary screen (AID 493036); P30989; agonist mode; actives 0.17% (n = 330,000); activation, % at 20 µM;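 active means activation at or above 40% of the spot to cytoplasm intensity ratio, with at least 20 cells analyzed; inconclusive means wells under 20 cells, flagged as cytotoxic or low count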;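 further: 0% = DMSO without peptide and 100% = 100 nM NTR1 peptide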
Target sequence (P30989 whole entry, looked up): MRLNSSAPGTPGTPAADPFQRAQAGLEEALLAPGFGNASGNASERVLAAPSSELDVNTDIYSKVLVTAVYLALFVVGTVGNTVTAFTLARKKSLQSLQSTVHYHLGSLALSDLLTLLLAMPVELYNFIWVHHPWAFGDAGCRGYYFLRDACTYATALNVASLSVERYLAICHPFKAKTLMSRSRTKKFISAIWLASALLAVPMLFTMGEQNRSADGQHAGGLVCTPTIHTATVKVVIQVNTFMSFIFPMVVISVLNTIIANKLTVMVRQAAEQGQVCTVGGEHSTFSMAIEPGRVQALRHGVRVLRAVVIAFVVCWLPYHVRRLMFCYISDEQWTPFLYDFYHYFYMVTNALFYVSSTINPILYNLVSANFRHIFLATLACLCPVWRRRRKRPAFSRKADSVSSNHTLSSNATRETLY
West Nile virus CPE: West Nile virus antiviral activity, cell-based, CPE readout (AID 1621); West Nile virus-infected cells, CPE inhibition; higher % means a stronger effect; CPE inhibition, % at 10 µM, or IC50 in µM where a hit was titrated; actives 0.02% (n = 290,000); in the data active means a potency from the dose series; inconclusive means CPE inhibition mostly from about 3.7% at the one dose, without a potency; inactive means the rest, 99 in 100 with CPE inhibition below about 2.2%; further: strong numbers were not always called active
Siah-1 displacement: blockers of Siah-1 interaction with plectin peptide – biochemical, fluorescence polarization, rhodamine-plectin, uHTS, primary screen (AID 1817); Siah-1 / rhodamine-plectin peptide fluorescence polarization; higher % means a stronger effect; one-dose displacement, % at 20 µM; IC50 in µM for titrated hits; actives 0.02% (n = 290,000);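 active means displacement of at least 50% at 20 µM, with a fluorescence ratio check between 0.3 and a set limit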;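 further: plate controls were Siah plus tracer with DMSO for no effect and tracer alone without Siah for full effect; strong numbers were not always called active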
UTI89 phage lysis: inhibition of K1F phage lysis, E. coli UTI89, bacterial capsule biogenesis inhibitors, alamar blue (AID 488966) | E. coli UTI89 K1F phage lysis, alamar blue, 2 h; higher % means a stronger effect | inhibition, % at 100 µM, or IC50 in µM where a hit was titrated | actives 0.02% (n = 340,000);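 active means phage lysis inhibition, versus mean bacterial control, above a set limit; inconclusive means no clear call, values can overlap the other calls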;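 further: capsule biogenesis inhibitors block K1F phage lysis so surviving cells raise fluorescence; higher fluorescence means more inhibition of phage lysis; actives were called in the ten point dose series up to 300 µM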
Large T inhibition: TAg ATPase/helicase activity blockers – biochemical (AID 1903). inhibition, % at 20 µM, or IC50 in µM where a hit was titrated. SV40 large T antigen ATPase/helicase inhibition assay; higher % means a stronger effect. actives 0.39% (n = 310,000); in the data active means a potency from the dose series; inconclusive means inhibition mostly from about 32% at the one dose, without a potency; inactive means the rest, 99 in 100 with inhibition below about 32%; further: strong numbers were not always called active
MgcRacGAP inhibition: MgcRacGAP GTPase-activating activity inhibitors, confirmation, biochemical, ADP Hunter fluorescence | MgcRacGAP-stimulated Rac1 GTP hydrolysis, ADP Hunter fluorescence; higher % means a stronger effect; GST-tagged Rac1 F28L mutant substrate | one-dose inhibition, % at 30 µM; IC50 in µM for titrated hits | actives 0.6% (n = 340,000) | AID 624330;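 active means first-screen hits whose inhibition reached a set limit at any dose in the follow-up dose series; inconclusive means inhibition above the set first-screen limit but never retested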;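 further: fluorescence reports GDP produced by GAP-driven GTP hydrolysis; strong numbers were not always called active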
RSV antiviral HEp-2: RSV antiviral activity via CPE protection, HEp-2 cells, primary 10 µM value included (AID 2391). HEp-2 cells, RSV-induced CPE inhibition; higher % means a stronger effect. CPE inhibition, % at 10 µM, or IC50 in µM where a hit was titrated. actives 0.13% (n = 310,000); in the data active means a potency from the dose series; inconclusive means CPE inhibition mostly from about 23% at the one dose, without a potency; inactive means the rest, 99 in 100 with CPE inhibition below about 21%; further: strong numbers were not always called active
NTR1 agonist cell count 20 µM: second read-out of NTR1 agonist, no call of its own (marks repeat the call); cell count; measured here: cell count, cytotoxicity flag
Dengue-2 NS5 capping pilot replicate: further read-out of Dengue-2 NS5 capping, marked with its call; inhibition, %; measured here: pilot screen replicate inhibition
* marks the source's active call; other numbers are inactive results; u = inconclusive; x = no result given; [ ] = another dose, or the depositor's remark.

SMILES | Dengue-2 NS5 capping | AID2073 | NTR1 agonist | NTR1 agonist cell count 20 µM | West Nile virus CPE | Siah-1 displacement | UTI89 phage lysis | Large T inhibition | MgcRacGAP inhibition | RSV antiviral HEp-2 | others
CCOC(=O)N1CCN(C(=O)c2cn(CC)c3ccc(S(=O)(=O)N4CCOCC4)cc3c2=O)CC1 | 1.6% | 3.1% | 1.9 | 49 | -0.2% | -3.4% | 0.5% | 7.5% | 7.0% | 2.7%
c1ccc(CSc2ncnc3ccccc23)cc1 | -11.8% | 8.0% | 1.6 | 43 | 0.3% | -1.6% | 0.2% | 6.5% | 2.2% | -0.1%
COC(=O)CCc1nc2c(C#N)c(-c3ccc(Cl)cc3)ccn2n1 | -11.9% | 8.9% | 1.1 | 56 | -0.3% | 1.5% | -7.0% | -0.8% | 8.0% | 3.0%
CSc1nc2c(cc1C#N)CCC2 | 6.1% | 1.3% | 0.0 | 32 | 0.1% | -0.8% | 4.9% | 3.3% | 9.9% | 0.5%
CC(C)c1nc(SCC(=O)Nc2ccc3c(c2)OCCO3)c2c(=O)n(C)c(=O)n(C)c2n1 | 0.0% | 0.2% | 2.5 | 47 | -0.1% | -1.5% | 2.5% | 3.1% | 12.1% | 5.6%
O=C(Cc1ccccc1Cl)NCCCn1ccnc1 | -7.2% | 2.0% | -1.2 | 67 | 0.4% | 3.4% | 1.5%[50 µM] | 5.2% | 0.6% | 1.0%
CCOC(=O)N1CCN(C(=O)c2cnsn2)CC1 | -1.6% | 24.5% | 0.3 | 55 | -0.2% | 2.6% | -0.1% | -3.2% | 6.0% | -0.3%
C=CCc1cc(Cl)ccc1OCCNCCN1CCOCC1 | -1.5% | -15.1% | -0.1 | 65 | 0.1% | 3.0% | 0.3% | -1.9% | 90.8µM* | -3.0%
CCO[C@@H]1OC(C(=O)N2CCOCC2)=C[C@H](C2CC2)[C@H]1CCCO | 3.3% | -0.4% | -3.7 | 99 | 0.1% | -7.8% | 0.2% | 5.5% | -38.2% | -0.1%
C/C(=N/NC(=O)c1cc(C)[nH]n1)c1ccco1 | 2.4% | u | 0.5 | 45 | 0.2% | -0.2% | -1.1% | 5.6% | -3.1% | x
N#Cc1nc(-c2ccc(OCc3ccccc3)cc2)oc1NCCCN1CCOCC1 | -2.1% | 17.2% | 3.5 | 51 | -0.2% | -4.3% | -0.7% | 8.3% | 7.7% | -4.1%
CCC(=O)c1cn(CC(=O)Nc2cccc(OC)c2)c2ccccc12 | 0.0% | -3.4% | -0.7 | 70 | -1.0% | 3.6% | 0.3% | -1.4% | 10.1% | -1.1% | Dengue-2 NS5 capping pilot replicate=-3.7
COc1ccc(N(CC(=O)N2CCN(c3cc(C)ccc3C)CC2)S(=O)(=O)c2c(C)noc2C)cc1 | -9.7% | 10.9% | 0.3 | 53 | 0.3% | -2.4% | 0.0% | 5.5% | 5.8% | 2.3%
COc1ccc(NC(=S)Nc2ccc(S(=O)(=O)N3CCOCC3)cc2)c(OC)c1 | -3.6% | -15.4% | 1.4 | 37 | -0.1% | 1.6% | 6.2% | 0.7% | 14.1% | 3.8%
CCn1c(SCC(=O)OC)nnc1-c1ccccc1 | 3.1% | 7.0% | -1.6 | 45 | 0.4% | -1.1% | 0.2% | 14.8% | 5.5% | 1.1%
COc1ccc(Cl)cc1C(=O)NCCc1ccc(S(=O)(=O)NC(=O)NC2CCCCC2)cc1 | 0.0% | 0.7% | 2.1 | 58 | 0.2% | 24.9% | 0.1% | 18.6% | 1.8% | 3.0%
CN(Cc1nc(-c2ccc(C(F)(F)F)cc2)no1)C1CCOCC1 | -3.0% | 4.7% | 2.4 | 60 | -0.9% | -1.3% | 0.1% | 1.8% | 3.9% | 12.9%
Cc1ccc(S(=O)(=O)N2CCCC2C(=O)n2nc(C)cc2C)cc1 (stereo unspecified) | 3.9% | 6.5% | 1.1 | 84 | x | -0.3% | -0.1% | -1.6% | -6.0% | -0.4%
COc1ccc(C(C)NC(=O)C23CC4CC(CC(C4)C2)C3)cc1OC (stereo unspecified) | -4.6% | 10.1% | 2.2 | 70 | -1.6% | -3.7% | 0.4% | 4.4% | 11.3% | 2.7% | Dengue-2 NS5 capping pilot replicate=6.1
COc1ccc(-c2csc(NC(=O)C3CSC4(C)CCC(=O)N34)n2)cc1OC (stereo unspecified) | 0.0% | x | 5.9 | 49 | x | x | 0.8%[50 µM] | 8.0% | 3.0% | 1.0%
O=C(c1ccc(S(=O)(=O)N2CCCC2)cc1)N1CCCc2ccccc21 | -4.0% | -12.1% | 0.3 | 52 | 0.0% | 9.1% | 0.4% | 3.1% | 5.8% | 2.7%
CC12CCC(=O)N1C(C(=O)NNC(=O)COc1cccc(C(F)(F)F)c1)CS2 (stereo unspecified) | 4.3% | x | 0.0 | 65 | x | x | 3.1%[50 µM] | 20.8% | 2.6% | 0.6%
CCc1ccccc1NC(=S)N(CCCN1CCOCC1)Cc1cccs1 | 2.6% | -29.1% | -2.4 | 55 | -0.6% | -4.2% | 0.2% | 9.4% | 5.8% | 3.8%
C=CCSc1nnc(-c2ccccc2N=Cc2c(C)[nH]n(-c3ccccc3)c2=O)c(=O)[nH]1 | 26.4% | 1.5% | 2.0 | 63 | 0.1% | 0.3% | 0.2% | 3.2% | 6.0% | 1.6%
CCN1C(=O)[C@H]2[C@H]3CN=C(SCc4ccccc4)N3[C@@](Cc3ccccc3)(C(=O)OC)[C@H]2C1=O | -3.0% | x | 3.4 | 63 | x | x | 0.1% | x | 8.2% | x | Dengue-2 NS5 capping pilot replicate=0.3
CCOC(=O)c1nnc2cc(C)nn2c1C | x | 11.6% | 0.5 | 47 | 0.1% | 3.7% | x | 8.4% | x | x
COc1ccc(C2(CNC(=O)Cc3ccccc3)CCCC2)cc1OC | -2.1% | -3.8% | -0.3 | 43 | -0.9% | -2.4% | 2.5% | 1.2% | -1.3% | 2.7%
CN(C)C(=S)Nc1ccc2c(c1)OCO2 | -5.0% | -14.3% | 1.4 | 27 | 1.3% | 5.8% | -2.2% | 4.0% | 15.1% | 0.4%
Cc1ccc2oc(=O)n(CC(=O)O)c2c1 | 1.0% | -4.3% | 0.6 | 73 | 0.1% | -0.1% | -0.4% | -4.6% | 2.5% | 1.1%
O=C(CCC(=O)N(CC(=O)NC1CCCC1)c1ccccc1F)Nc1nccs1 | 0.0% | 1.5% | -1.2 | 46 | -0.9% | -2.5% | 0.4% | 25.0% | -3.1% | 0.4%
O=C(CCCCCn1c(=O)[nH]c2ccsc2c1=O)N1CCN(C2CCCCC2)CC1 | -1.4% | -10.7% | -0.2 | 50 | 0.2% | 0.9% | 4.3% | 3.4% | 2.5% | -0.5%
Cc1cc(OCC(=O)N(C)C2CCCCC2)cc(C)c1Cl | -3.1% | -8.7% | 2.5 | 32 | -1.7% | 4.8% | -0.5% | 22.8% | 7.9% | 8.6%
COC(=O)c1ccc(-n2nnnc2SC)cc1 | 7.6% | -24.1% | 1.1 | 92 | -0.1% | 0.7% | -0.2% | 3.7% | 2.3% | 0.8%
CCN1C(=O)C(=O)N(CC(=O)Nc2ccccc2Oc2ccccc2)C1=O | -6.2% | 11.8% | 0.1 | 47 | x | 4.6% | -1.8% | 14.4% | -29.6% | 2.6%
Cn1c(CN2CCCC2)nc2cc(NC(=O)COc3ccc(Cl)cc3)ccc21 | 0.7% | -1.7% | -0.9 | 50 | -0.7% | 8.3% | 3.1%[50 µM] | 5.4% | 9.4% | 13.5%
CCOC(=O)C1=C(C)Nc2ccccc2N=C1NC(=O)c1oc2ccccc2c1COC | 0.7% | x | -0.4 | 59 | x | x | 0.5%[50 µM] | x | 9.2% | -1.3%
CCOC(=O)c1c(-c2ccsc2)csc1N | 0.0% | 6.9% | 1.5 | 50 | -0.1% | 1.1% | 2.3% | 10.2% | 23.6% | -1.6%
Cc1cc(C)cc(OCC(=O)N2N=C(c3cccnc3)CC2(O)C(F)(F)F)c1 (stereo unspecified) | -4.4% | -4.0% | 3.6 | 47 | -1.7% | -0.1% | 5.4% | 5.8% | 5.9% | 9.9%
O=C(Nc1nnc(SCCN2CCOCC2)s1)C1CC(=O)N(c2ccc(F)cc2)C1 (stereo unspecified) | -4.5% | 13.8% | -0.4 | 56 | -0.1% | -2.2% | -0.1% | 22.6% | 6.5% | 2.2%
C=CCOc1ccccc1CNCCNC(=O)c1nonc1N | 3.7% | -14.5% | 0.1 | 57 | -0.5% | -1.9% | 0.1% | x | -9.7% | 1.7%
CCOC(=O)C1=CN(Cc2cccc(F)c2)S(=O)(=O)NC1c1ccc(F)c(Cl)c1 (stereo unspecified) | 2.6% | x | 1.5 | 49 | x | x | -0.2% | x | -3.4% | x
O=C(Nc1nccs1)C1CCN(S(=O)(=O)c2ccc(F)cc2)CC1 | -13.6% | -1.2% | -0.2 | 63 | -0.2% | 0.8% | -1.4% | 5.3% | -5.8% | 1.9%
COc1ccccc1-n1c(=O)oc2ccc(Cl)cc2c1=O | 2.8% | -2.3% | 2.3 | 47 | u | -0.6% | 1.0% | 12.9% | 7.7% | 11.8%
CCOc1ccc(S(=O)(=O)NC(C)C)cc1C(N)=O | 3.7% | 1.8% | -1.5 | 45 | 0.3% | -3.3% | -0.1% | 7.2% | -1.6% | 4.1%
CS(=O)(=O)c1ccc(CNC(=O)C2(C(F)(F)F)C/C(=C/CCO)CCCO2)cc1 (stereo unspecified) | -7.2% | x | -3.0 | 71 | -0.6% | x | 0.1% | 8.8% | 1.7% | 0.9%
CCN(CC(=O)Nc1cccc(OC)c1)C(=O)c1cccc(S(=O)(=O)N2CCc3ccccc32)c1 | -1.5% | x | x | x | x | x | -0.1%[50 µM] | x | 3.7% | 0.8%
Cc1cccc(NC(=S)N2CCCCC2)c1 | -5.5% | -21.6% | 0.5 | 50 | 0.4% | 1.9% | 0.7% | 15.8% | 0.1% | 0.4%
CCOc1cccc2cc(-c3nnc(NCc4ccco4)s3)c(=O)oc12 | -4.7% | u | -0.6 | 87 | 0.1% | 4.3% | -0.2% | 12.2% | 6.3% | 0.6%
CCCC[n+]1ccn(-c2nc3ccccc3nc2[N-]S(=O)(=O)c2ccccc2)c1 | -3.5% | 2.0% | 1.2 | 41 | -0.2% | 3.1% | -1.1% | 5.3% | -4.8% | -1.0%

Hits appear at their usual frequency; 1.6% or so of the library scored in one or more.
